Source: PubChem BioAssay
ANO1 block: blocks the mouse calcium-activated chloride channel TMEM16A; Q8BHY3; HEK293 TMEM16A/YFP iodide influx fluorescence, ionomycin; AID 588511; normalized B-score (activity score, 25-100; higher = stronger inhibition) at 10 µM; 310,000 tested, 1.2% active;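 active = ratio plate-corrected score three or more library SD toward inhibition, starting fluorescence score within five deviations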;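 note: score derived from kinetic fluorescence span divided by baseline fluorescence per well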
Target sequence (Q8BHY3 whole entry, looked up): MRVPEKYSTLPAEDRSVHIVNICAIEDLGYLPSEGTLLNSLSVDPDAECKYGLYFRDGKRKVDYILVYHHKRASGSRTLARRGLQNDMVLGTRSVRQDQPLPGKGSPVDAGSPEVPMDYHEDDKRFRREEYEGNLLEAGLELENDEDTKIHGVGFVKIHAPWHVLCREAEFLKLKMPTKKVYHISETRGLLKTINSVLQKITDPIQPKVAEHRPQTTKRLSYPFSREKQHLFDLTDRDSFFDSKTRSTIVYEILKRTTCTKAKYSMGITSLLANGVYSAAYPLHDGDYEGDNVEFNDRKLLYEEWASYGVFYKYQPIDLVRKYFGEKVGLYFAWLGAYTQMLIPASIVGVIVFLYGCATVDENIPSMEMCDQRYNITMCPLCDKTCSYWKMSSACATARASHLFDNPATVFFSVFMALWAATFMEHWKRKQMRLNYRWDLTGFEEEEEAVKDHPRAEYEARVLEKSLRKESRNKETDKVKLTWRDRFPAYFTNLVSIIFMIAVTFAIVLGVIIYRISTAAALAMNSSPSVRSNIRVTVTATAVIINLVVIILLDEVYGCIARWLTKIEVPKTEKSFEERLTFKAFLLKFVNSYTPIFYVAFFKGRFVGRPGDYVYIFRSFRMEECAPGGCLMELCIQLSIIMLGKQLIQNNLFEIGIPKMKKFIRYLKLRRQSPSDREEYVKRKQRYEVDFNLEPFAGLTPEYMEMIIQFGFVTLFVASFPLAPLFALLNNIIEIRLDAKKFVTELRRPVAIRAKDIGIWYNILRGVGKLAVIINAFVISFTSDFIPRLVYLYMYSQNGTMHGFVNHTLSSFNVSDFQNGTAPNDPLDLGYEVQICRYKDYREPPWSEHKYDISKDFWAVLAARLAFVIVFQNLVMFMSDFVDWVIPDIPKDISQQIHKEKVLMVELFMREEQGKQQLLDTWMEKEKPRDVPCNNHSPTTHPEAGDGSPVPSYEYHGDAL
TRPC4 PAM: allosteric potentiators of mouse TRPC4 channel; Q9QUQ5; HEK293 TRPC4beta/mu-opioid, DAMGO EC20, Fluo-4 Ca2+ flux; hits give high values; B-score at 10 µM; 310,000 tested, 0.42% active; AID 2227;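 active = B-score of calcium response area above 5 SD of library B-scores, with initial fluorescence ratio within 5 SD of library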;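 note: B-score of integrated fluorescence ratio over time as area under calcium response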
TRPC6 inh: mouse TRPC6 channel inhibition; Q61143; HEK293-TRPC6, membrane potential dye, ACh-evoked depolarization; hits give low values; B-score at 10 µM; 310,000 tested, 1.1% active;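 active = B-score under library mean minus 3 SD, initial fluorescence not abnormally high, positive integrated signal ratio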;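 note: B-score derived from integrated fluorescence ratio over the kinetic read; more negative B-score means stronger inhibition of depolarization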
TRPC4 act: activators of mouse TRPC4 channel. Q9QUQ5. HEK293 TRPC4beta/mu-opioid, Fluo4 calcium fluorescence; hits give high values. B-score at 10 µM. 310,000 tested, 0.49% active. AID 2237;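 active = B-score above 5 SD of library B-scores, and initial fluorescence ratio not above library mean plus 5 SD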;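 note: positive B-score marks a calcium rise read as TRPC4 activation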
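Assay system – TRPC4beta and mu-opioid receptor HEK293 stable cells · Measured by – Fluo4 fluorescence, kinetic · Schedule – dye loading 45 min room temperature, 110 s kinetic read · Read-out – B-scored integrated calcium fluorescence ratio · Controls – buffer and maximal DAMGO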
TMEM16A act: activates or potentiates the mouse TMEM16A chloride channel; Q8BHY3; HEK293 TMEM16A/YFP-H148Q/I152L, iodide quench fluorescence; hits give low values; B-score at 10 µM; 340,000 tested, 0.3% active; AID 623877;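 active = fluorescence-ratio B-score plate-corrected deviation score at least 3 library SD below zero, with starting fluorescence score within 5 deviations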;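 note: channel opened by trigger with iodide after compound preincubation; score built on the fluorescence ratio of max minus min over baseline; more negative score means more quench and so TMEM16A activation or potentiation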
SKKanGAS inh: inhibitors of SKKanGAS S. pyogenes growth in kanamycin (SK-promoter or general growth effect); BacTiter-Glo, 6 h; inhibition, % at 7.5 µM; 300,000 tested, 1.3% active;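 active = mean replicate score, as percent of positive control median, at least 50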;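 note: strain carries kanamycin resistance gene driven by streptokinase promoter and grows in 40 µg/ml kanamycin; loss of luminescence reflects streptokinase promoter inhibition or plain growth inhibition; 0% = median of DMSO wells and 100% = positive control at its reference dose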
TRPC6 act: activators of mouse TRPC6 channel; B-score at 10 µM; HEK293-TRPC6 membrane potential dye fluorescence; hits give high values; Q61143; 310,000 tested, 0.13% active; AID 2550;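 active = B-score of the integrated fluorescence ratio above library mean plus 3 SD, and starting fluorescence ratio within library mean plus 5 SD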;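 note: higher score means more depolarization so channel activation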
TRPC4 inh: inhibitors of mouse TRPC4 channel | B-score at 10 µM | 300,000 tested, 0.39% active | HEK293 TRPC4beta/mu-opioid, DAMGO-evoked Fluo4 calcium flux; hits give low values | Q9QUQ5;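 active = B-score over 3 SD under the library average, no early fluorescence shift, positive overall ratio signal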
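Material: HEK293 cells with stable TRPC4beta plus mu-opioid receptor expression / Probe or stimulus: DAMGO in two steps, submaximal then maximal / Compound: single concentration per test compound / Technique: kinetic Fluo4 fluorescence imaging of calcium influx / Read-out: per-well B score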
MrgX1 allo act: allosterically activates human MrgX1 receptor signaling. Q96LB2. MrgX1-HEK293, Fluo-4 calcium flux, FDSS; hits give high values. B-score at 10 µM. 310,000 tested, 0.63% active. AID 588675;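 active = plate-corrected calcium response at least 3 library SD above typical, normal starting fluorescence, not activating the receptor alone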;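 note: compound read alongside a low EC10 to EC30 dose of BAM8-22 agonist; peak minus trough fluorescence over baseline measured at the second addition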
MrgX1 antagonist: human MrgX1 receptor antagonism, primary screen. MRGX1-HEK293 calcium flux, Fluo-4, BAM8-22 antagonism; hits give low values. B-score at 10 µM. 310,000 tested, 1.3% active;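 active = calcium-response B-score plate-corrected more than 3 library SD below zero, starting fluorescence within 5 deviations, no agonist response on first addition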;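 note: peak minus trough fluorescence over baseline after final BAM8-22 challenge near maximal dose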
MrgX1 agonist: human MrgX1 receptor agonism, primary screen; Q96LB2; MrgX1-HEK293 cells, Fluo-4 calcium fluorescence, agonist mode; hits give high values; B-score at 10 µM; 310,000 tested, 0.44% active; AID 588627;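 active = calcium response B-score plate-corrected fluorescence ratio at least 3 library SD, with starting fluorescence B-score inside 5 SD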
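Material: MrgX1-expressing HEK293 cells; input: 15,000 cells per well; doses: test compound given as first of three sequential additions; schedule: overnight plating before 1 h dye loading; technique: Fluo-4 NW calcium-flux fluorescence, kinetic read; evaluation: baseline-normalised fluorescence change ratio, B-scored; control set: plate-wise positive and negative controls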
The depositor's hits bear a star; i = inactive; . = not tested or not shown. Not a hit list. Share with any hit: about 6.7%.

SMILES	ANO1 block	TRPC4 PAM	TRPC6 inh	TRPC4 act	TMEM16A act	SKKanGAS inh	TRPC6 act	TRPC4 inh	MrgX1 allo act	MrgX1 antagonist	MrgX1 agonist
COc1ccc(OC)c(C2C(C(=O)c3cccs3)=C(O)C(=O)N2CCN2CCOCC2)c1 (configuration not stated)	i	i	i	i	i	2	i	i	i	i	i
Cc1ccc(C(=O)OC(C)CN2CCOCC2)cc1 (configuration not stated)	i	i	i	i	i	0	i	i	i	i	i
O=C(Nc1ccc(-c2csnn2)cc1)C1CC1	i	i	i	i	i	-9	i	i	i	i	i
O=C1CC2(CCN(C(=O)COc3ccccc3F)CC2)Oc2ccccc21	i	i	i	i	i	-3	i	i	i	i	i
Cn1cnc2cc(NC(=O)c3cccs3)ccc21	i	i	i	i	i	18	i	i	i	i	i
NC(CCCCCP(=O)(c1ccccc1)c1ccccc1)C(=O)O (configuration not stated)	i	i	i	i	.	-9	i	i	i	i	i
Cc1c2ccccc2c(C)c2c1ccc1ccccc12	i	.	.	.	i	.	.	.	i	i	i
CCN(C(=O)c1ccc2c(OC)n(CC)nc2c1)c1ccc(OC)cc1	i	i	i	i	i	-2	i	i	i	i	i
CCOC(=O)C/C(C)=N/NC(=O)c1cccs1	i	i	i	i	i	-5	i	i	i	i	i
O=C(NCCNC(=O)C(F)(F)F)c1ccncc1	i	i	i	i	i	6	i	i	i	i	i
Cc1ccc(NC(=O)c2cc(N3C(=O)C=CC3=O)ccc2N2CCOCC2)cc1	.	i	i	i	i	13	i	-6*	.	.	.
COc1ccccc1CNS(=O)(=O)c1ccc(-c2cnc(C3CC3)o2)cc1	i	i	i	i	i	-3	i	i	i	i	i
N=C1/C(=C\c2coc3ccc(O)cc3c2=O)C(=O)N=C2SC=CN12	i	i	i	i	i	11	i	i	i	i	i
CN(Cc1ccccn1)C(=O)CC1C(=O)NCCN1Cc1ccc(F)cc1Cl (configuration not stated)	i	i	i	i	i	0	i	i	i	i	i
COc1ccc(-n2c(C)cc(=O)c3c2CC(C)(C)CC3=O)cc1	i	i	i	i	i	2	i	i	i	i	i
Cc1cc(C(=O)NC2CCCc3ccccc32)ccc1[N+](=O)[O-] (configuration not stated)	i	i	i	i	i	8	i	i	i	i	i
O=S(=O)(NCc1cccs1)c1ccc(Cl)s1	i	i	i	i	i	1	i	i	i	i	i
O=C(NCc1cccs1)C1CCCN1S(=O)(=O)c1ccccc1F (configuration not stated)	i	i	i	i	i	2	i	i	i	i	i
COc1ccc(-c2nsc3c(N4CCN(C(=O)c5ccco5)CC4)ncnc23)cc1	i	i	i	i	i	37	i	i	i	i	i
CCN(CC)c1ccc(NC(=O)CCCOc2cccc(C)c2)cc1	.	i	i	i	i	4	i	i	.	.	.
CC(Oc1ccc2c(-c3ccccc3)cc(=O)oc2c1)C(=O)N[C@H](Cc1c[nH]c2ccccc12)C(=O)O (some centres not stated)	i	i	i	i	i	4	i	i	i	i	i
CCc1ccc(CN(C)C(=O)c2ccc3c(=O)n4c(nc3c2)CCC4)cc1	i	i	i	i	i	19	i	i	i	i	i
CCCc1c(O)nc(SCCN(CC)CC)n(C(=O)c2ccccc2)c1=O	i	i	i	i	i	0	i	i	i	i	i
CCOc1ccc(NS(=O)(=O)c2csc(C(N)=O)c2)cc1	i	i	i	i	i	-5	i	i	i	i	i
COc1ccccc1/C=N/NC(=O)COCC(=O)N/N=C/c1ccccc1OC	i	i	i	i	i	-4	i	i	i	i	i

Additional records
SMILES	ANO1 block	TRPC4 PAM	TRPC6 inh	TRPC4 act	TMEM16A act	SKKanGAS inh	TRPC6 act	TRPC4 inh	MrgX1 allo act	MrgX1 antagonist	MrgX1 agonist
CCOP(=O)(OCC)C(NC(=O)NS(=O)(=O)c1ccc(C)cc1)c1ccccc1 (configuration not stated)	i	i	i	i	i	-5	i	i	i	i	i
CCN=C1S/C(=C\c2cn(CC(=O)NCCOC)c3ccccc23)C(=O)N1CC	i	i	i	i	i	7	i	i	i	i	i
CC(=O)NCCOc1nc(N(C)C)nc(N2CCOCC2)n1	i	i	i	i	i	8	i	i	i	i	i
CC(=O)/C(=N\Nc1ccc(Cl)cc1)Sc1nnc(-c2ccccc2)n1-c1ccccc1	i	i	i	i	i	42	i	i	i	i	i
CCOc1cc(N2CCOCC2)c(OCC)cc1NC(=O)CN1CCc2ccccc2C1	i	12*	i	i	i	-4	i	i	i	i	i
O=C(COC(=O)CCC1CCCC1)Nc1ccccc1OC(F)F	i	i	i	i	i	-3	i	i	i	i	i
CC(C)(C)NC(=O)CC1C(=O)NCCN1Cc1c(F)cccc1Cl (configuration not stated)	i	i	i	i	i	-10	i	i	i	i	i
CCc1ccc2[nH]cc(C(=O)OCCOC)c(=O)c2c1	i	i	i	i	i	-3	i	i	i	i	i
N/C(Cn1cncn1)=N\OC(=O)c1ccc(Cl)cc1	i	i	i	i	i	-4	i	i	i	i	i
COCCNC(=O)CCCC(=O)NCCOC	i	i	i	i	i	-4	i	i	i	i	i
NC(=O)C1CCN(C(=O)Nc2csc3ccccc23)CC1	i	i	i	i	i	-7	i	i	i	i	i
Cn1c(-c2ccccc2)cccc1=O	i	i	i	i	i	3	i	i	i	i	i
CCOC(=O)C(C(=O)OCC)C1OC(=O)c2cc3c(cc21)C(=O)OC3C(C(=O)OCC)C(=O)OCC (configuration not stated)	i	i	i	i	i	-1	i	i	i	i	i
CN1C=C/C(=C\c2cc[n+](C)c3ccccc23)c2ccccc21	.	i	-5.8*	i	i	9	i	i	.	.	.
COc1ccc(S(=O)(=O)N2CCC(C(=O)N[C@@H](C)C(=O)N3CCCCCC3)CC2)cc1	i	i	i	i	i	-3	i	i	i	i	i
O=C(NC(c1ccccc1)c1ccccc1)c1cccc(S(=O)(=O)NCc2ccccc2)c1	i	i	i	i	i	17	i	i	i	i	i
S=c1[nH]c(-c2ccccc2)cn1/N=C/c1ccc(Br)cc1	i	i	i	i	i	1	i	i	i	i	i
CCOC(=O)N1CCN(C(=O)C2CCN(c3nnc(-n4cccc4)s3)CC2)CC1	i	i	i	i	i	7	i	i	i	i	i
CCc1nc(N2CCN(C(C)=O)CC2)c(C#N)c2c1COC(C)(C)C2	i	i	i	i	i	1	i	i	i	i	i
O=C(COC(=O)C1(c2ccc(Cl)cc2)CCCC1)NC1CCS(=O)(=O)C1 (configuration not stated)	i	i	i	i	i	-5	i	i	i	i	i
COC(=O)c1sccc1NC(=O)c1cc(OC)c(OC)c(OC)c1	i	i	i	i	i	-9	i	i	i	i	i
COc1ccc(C2CC(C)(c3ccc(OC)cc3OC)Nc3ccccc3N2)c(OC)c1 (configuration not stated)	i	i	i	i	i	20	i	i	i	i	i
O=C(O)c1cn(C2CC2)c2cc(N3CCN(S(=O)(=O)c4ccc5c(c4)OCCO5)CC3)c(F)cc2c1=O	i	i	i	i	i	121*	i	i	i	i	i
CC(=O)N1CCC(Nc2ccc(C)cc2)CC1	i	i	i	i	i	-3	i	i	i	i	i
CCS(=O)(=O)c1nc(S(=O)(=O)c2ccc(C)cc2)c(NCCCN2CCCC2=O)s1	i	i	i	i	i	-6	i	i	i	i	i

Some entries already given with just ANO1 block and MrgX1 antagonist.
SMILES,ANO1 block,MrgX1 antagonist
COCCNC(=O)CCCC(=O)NCCOC,i,i
O=C(COC(=O)C1(c2ccc(Cl)cc2)CCCC1)NC1CCS(=O)(=O)C1 (configuration not stated),i,i

New compounds follow
SMILES	ANO1 block	TRPC4 PAM	TRPC6 inh	TRPC4 act	TMEM16A act	SKKanGAS inh	TRPC6 act	TRPC4 inh	MrgX1 allo act	MrgX1 antagonist	MrgX1 agonist
CN(CC(=O)Oc1ccc(-c2nnco2)cc1)S(=O)(=O)c1ccc(F)cc1	i	i	i	i	i	-3	i	i	i	i	i
COc1cc(NC(=O)c2ccc(C)cc2)c(OC)cc1NC(=O)CN1CCOCC1	i	i	i	i	i	3	i	i	i	i	i
COc1cc(NS(=O)(=O)c2ccc(NC(=S)NC(=O)c3ccc(F)cc3)cc2)nc(OC)n1	i	i	i	i	i	28	i	i	i	i	i
CC(=O)c1cccc(NC(=O)CC(C)n2ccnc2)c1 (configuration not stated)	i	i	i	i	i	-4	i	i	i	i	i
CC(C)CSc1nc2ccccc2[nH]1	i	i	i	i	i	3	i	i	i	i	i
CCNC(=O)N1c2ccc(OCC)cc2C(C)=CC1(C)C	i	i	i	i	i	1	i	-7*	i	i	i
CCN(CC)CCNS(=O)(=O)c1ccc(C(=O)NN)cc1	i	i	i	i	i	-4	i	i	i	i	i
Cc1cc(Cl)ccc1N(CC(=O)NCc1ccccc1)S(C)(=O)=O	i	i	i	i	i	20	i	i	i	i	i
CC(C#Cc1ccc2c(c1)COc1c3ccccc3nn1-2)OC(C)(C)C (configuration not stated)	i	i	i	i	i	-1	i	i	i	i	i
CN(C)N=Nc1nc2c([nH]1)c(=O)n(C)c(=O)n2C	i	i	i	i	i	-5	i	i	i	i	i
COc1ccc(S(=O)(=O)N2CCOCC2)cc1NC(=O)c1cccc(Cl)c1	i	i	i	i	i	9	i	i	i	i	i
CCCCn1nnc(NC(=O)c2cc3ccccc3o2)n1	i	i	i	i	i	-4	i	i	i	i	i
CCN1CCN(C(=O)CCc2nnc(CCc3ccccc3OC)o2)[C@@H](C)C1=O	i	i	i	i	i	-2	i	i	i	i	i
Cc1ccccc1NC(=O)CSc1nc(=O)n(CCN2CCOCC2)c2c1CCCC2	i	i	i	i	i	-18	i	i	i	i	i
COc1ccc(C2NC(=O)NC(O)(C(F)(F)F)C2C(=O)c2ccc(C)cc2)cc1 (configuration not stated)	i	i	-9.6*	i	i	-12	i	i	i	i	i
COc1ccc(CCNC(=S)NC(=O)c2c(-c3ccccc3Cl)noc2C)cc1OC	i	i	i	i	i	-4	i	i	i	i	i
C/C(CCC(C)C)=N\NC(=S)NCc1ccccc1	i	i	i	i	i	9	i	i	i	i	i
O=C(CSCC(=O)OCn1nnc2ccccc2c1=O)Nc1ccc(Cl)cc1	i	i	i	i	i	8	i	i	i	i	i
